Source: PubChem
Rpn11 inh: Rpn11 (PSMD14) deubiquitinase inhibitors, primary screen, biochemical, fluorescence polarization, uHTS; human 26S proteasome, Ub4-pepOG fluorescence polarization; 20S core pre-blocked with epoxomicin; 360,000 compounds, 0.59% hits; calls only at 20 µM;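 active = inhibition at 20 µM, scaled to each plate's controls, above about 33%, limit read from the data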
Target sequence (O00487 whole entry, looked up): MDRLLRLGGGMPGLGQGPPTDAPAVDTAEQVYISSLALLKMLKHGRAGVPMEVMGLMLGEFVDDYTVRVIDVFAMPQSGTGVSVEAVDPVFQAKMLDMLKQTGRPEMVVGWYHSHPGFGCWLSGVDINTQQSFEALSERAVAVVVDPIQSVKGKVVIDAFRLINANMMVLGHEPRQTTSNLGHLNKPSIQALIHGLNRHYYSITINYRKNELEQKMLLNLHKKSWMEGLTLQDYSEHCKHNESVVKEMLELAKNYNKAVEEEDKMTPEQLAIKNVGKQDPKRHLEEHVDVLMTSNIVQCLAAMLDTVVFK
Rin1-Abl PPI inh: inhibitors of Rin1-Abl protein binding, primary screen, biochemical, TR-FRET; inhibition, % at 7.35 µM; 360,000 compounds, 0.4% hits; AID 588664, 2011; in the data active = inhibition above about 5%, passing the limit was not always enough
SKN-1 inh: suppressors of acrylamide-induced Pgst-4::GFP reporter in worms, primary screen, SKN-1 inhibitor project, whole organism, uHTS, GFP/RFP fluorescence ratio, strain VP596. C. elegans VP596 Pgst-4::GFP/RFP ratio, 24 h. inhibition, % at 21.8 µM. 360,000 compounds, 0.49% hits. AID 624304, 2012;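 active = interference check ratio from 0.5 to 1.5 plus GFP to RFP signal ratio inhibition reaching or exceeding a fixed threshold, cut at about 30% in these data, passing the limit was not always enough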; note: some compounds called inactive have numbers as strong as hits
FAS TE block: FAS thioesterase domain inhibitors, primary screen, biochemical, fluorescence intensity, uHTS. inhibition, % at 15 µM. 360,000 compounds, 0.67% hits. Fatty acid synthase (Homo sapiens), P49327. recombinant FAS-TE, OMFH fluorogenic substrate, fluorescence endpoint;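 active = compounds whose normalised, plate-corrected inhibition of enzyme fluorescence in the single-dose primary screen is 50% or more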;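 note: 0% = DMSO with enzyme and 100% = substrate without enzyme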
NadD inh: inhibitors of S. aureus NadD, primary screen, biochemical, colorimetric, uHTS; Nicotinate-nucleotide adenylyltransferase NadD (Staphylococcus aureus N315); purified NadD enzyme, colorimetric absorbance read-out; 360,000 compounds, 0.78% hits; inhibition, % at 20 µM; in the data active = inhibition above about 26%; note: some compounds past the cut are filed as inactive
Neddyl block: inhibitors of cullin neddylation, primary screen, biochemical, TR-FRET, uHTS, NAE and Ubc12; NEDD8-conjugating enzyme Ubc12 (Homo sapiens) + NEDD8-activating enzyme E1 regulatory …; calls only at 25 µM; 360,000 compounds, 0.58% hits; in the data active = inhibition above about 36%
CSN inh: inhibitors of CSN-mediated cullin deneddylation, primary screen, biochemical, fluorescence polarization, uHTS. COP9 signalosome complex subunit 5 (Homo sapiens), Q92905. 360,000 compounds, 0.38% hits. Purified CSN, SCF-Nedd8-OG deneddylation. inhibition, % at 12.5 µM;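 active = pattern-corrected inhibition above about 35%, with an unprinted fluorescence ratio check between 0.5 and 1.5, limit read from the data, passing the limit was not always enough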;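 note: 0% = enzyme with substrate and 100% = substrate without enzyme; some results filed as inactive read as strong as hits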
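Test system: purified human Csn5 enzyme expressed in HEK293T cells. Amount: 0.24 nM enzyme. Reagent: SCFSkp2-Nedd8OG substrate at 10 nM final. Schedule: 90 min incubation of compound, enzyme and substrate at room temperature. Detection: fluorescence polarization. Read-out: % inhibition of substrate cleavage by Csn5.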
MLLE-PAM2 inh: inhibitors of PABP1 MLLE–PAM2 peptide binding, primary screen, biochemical, fluorescence polarization, FITC-PAM2, GST-MLLE; 360,000 compounds, 0.36% hits; inhibition, % at 20 µM; in the data active = inhibition above about 35%, passing the limit was not always enough;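 note: plate controls were DMSO wells with GST-MLLE for no effect and wells lacking GST-MLLE protein for full effect; some results filed as inactive read as strong as hits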
Target sequence (P11940 whole entry, looked up): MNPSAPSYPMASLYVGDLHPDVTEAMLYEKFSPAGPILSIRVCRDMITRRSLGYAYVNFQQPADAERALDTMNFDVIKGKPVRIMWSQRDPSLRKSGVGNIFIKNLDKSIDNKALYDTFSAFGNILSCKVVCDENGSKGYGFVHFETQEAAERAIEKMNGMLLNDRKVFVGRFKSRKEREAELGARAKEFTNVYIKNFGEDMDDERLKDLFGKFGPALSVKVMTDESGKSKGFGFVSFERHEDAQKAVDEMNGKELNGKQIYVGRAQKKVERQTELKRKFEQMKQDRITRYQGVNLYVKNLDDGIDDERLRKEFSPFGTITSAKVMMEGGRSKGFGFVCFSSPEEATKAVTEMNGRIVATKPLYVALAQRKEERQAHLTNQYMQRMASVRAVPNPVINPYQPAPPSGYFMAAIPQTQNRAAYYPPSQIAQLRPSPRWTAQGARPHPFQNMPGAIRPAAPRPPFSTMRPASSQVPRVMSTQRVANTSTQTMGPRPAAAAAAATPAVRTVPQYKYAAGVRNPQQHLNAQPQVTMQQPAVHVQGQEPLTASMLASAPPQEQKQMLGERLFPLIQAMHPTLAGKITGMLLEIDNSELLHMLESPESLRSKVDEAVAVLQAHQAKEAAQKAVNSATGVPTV
MT1-MMP act inh: blockers of MT1-MMP proenzyme processing, primary screen, HT1080 RFP-PRO-GFP cells, GFP/RFP fluorescence | Matrix metalloproteinase-14 (Homo sapiens), P50281 | GFP/RFP ratio fluorescence, overnight; percent of plate control window, DMSO zero | GFP/RFP ratio change, % at 20 µM | 360,000 compounds, 0.061% hits;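 active = GFP/RFP ratio change of at least 30% with cell ATP level not reduced by more than half and red fluorescence within 50% of control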; note: strong numbers were not always called active
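Assay system: HT1080 RFP-PRO-GFP cells | Dosing: 20 µM single dose, 1% DMSO | Incubation: Cells overnight before dosing, compound overnight, 37 °C, 5% CO2 | Evaluation: GFP/RFP fluorescence ratio | Control set: DMSO-only wells and HT1080 RFP-L50D-GFP cell wells as references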
* hit, by the source's call; i = inactive; · = no result given. This is a random part of the collection; 3.9% or so of the library scored in one or more.

SMILES | Rpn11 inh | Rin1-Abl PPI inh | SKN-1 inh | FAS TE block | NadD inh | Neddyl block | CSN inh | MLLE-PAM2 inh | MT1-MMP act inh
CCCCN1CC(COCc2ccccc2)Oc2cccc(Oc3ccc(OC)cc3)c2S1(=O)=O (stereo not given) | i | -1 | -4 | 25 | 2 | i | -3 | 6 | -6
COc1ccccc1-n1c(SCC(=O)NC2CCS(=O)(=O)C2)nc2cc([N+](=O)[O-])ccc21 (stereo not given) | i | 2 | 5 | 10 | 3 | i | -4 | -63 | 1
Cc1ccc2oc(=O)c3cnn(CC(=O)N(CCC(C)C)Cc4ccco4)c3c2c1 | i | -1 | 2 | 12 | -6 | i | -4 | -5 | -2
CCN(Cc1nc2ccccc2c(=O)[nH]1)Cc1nc2ccsc2c(=O)[nH]1 | i | -3 | -12 | 0 | -6 | i | -2 | 5 | -1
COc1ccc(S(=O)(=O)N2CCN(CC(=O)N3CCc4ccccc4C3)CC2)cc1OC | i | 2 | 10 | -2 | -1 | i | 3 | 0 | -4
CC(Sc1nnc(-c2ccc(Cl)cc2Cl)n1Cc1ccccc1)C(=O)Nc1nccs1 (stereo not given) | i | -4 | 18 | 16 | 4 | i | 2 | -11 | -15
COc1ccc(C2CC(c3ccc(C)cc3)Nc3ncnn32)cc1 (stereo not given) | i | 0 | 13 | 11 | 5 | i | -2 | 2 | 2
Brc1cc2c(cc1C1Nc3ccccc3C3C=CCC31)OCO2 (stereo not given) | i | 0 | 8 | 18 | 19 | i | -25 | 7 | -5
Cc1ccccc1NN1C(=O)C=CC1=O | i | 1 | 3 | -8 | -1 | i | -2 | 2 | -1
CSc1cccc(NC(=O)CC2Oc3ccccc3NC2=O)c1 (stereo not given) | i | -1 | 8 | 5 | -7 | i | 0 | 18 | 2
COc1ccccc1[C@H]1C(c2cccc(C)c2)=NN(c2ccccc2)[C@@H]1CO | i | 0 | 7 | 23 | 1 | · | 6 | -32 | ·
CSc1nc(Oc2ccc(Cl)cc2)c2sccc2n1 | i | -1 | 16 | 20 | 4 | i | 2 | -8 | -1
Cc1cccc(NC(=O)COC(=O)[C@@H]2CCCN2C(=O)c2cccs2)c1 | i | 1 | 5 | -2 | -5 | i | 4 | 5 | 1
CN1C(=O)C(C)(C)c2cc(S(=O)(=O)N3CCCC(C(=O)NCc4ccccc4Cl)C3)ccc21 (stereo not given) | i | -4 | 2 | -3 | 5 | i | 3 | -14 | 2
CCCCn1c(N)c(N(CCOC)C(=O)COc2ccc(C(C)=O)cc2)c(=O)[nH]c1=O | i | 1 | 5 | -3 | -2 | i | 3 | -5 | 3
O=C(CCCc1nc2ccccc2s1)N1CCN(c2ccccc2)CC1 | i | 0 | 3 | -2 | -5 | i | -9 | 25 | 1
O=C(O)/C=C/C(=O)Nc1ccc(SC(F)(F)C(F)(F)C(F)(F)F)cc1 | i | -2 | -6 | 2 | -2 | i | 3 | 2 | -4
COc1ccc(Cc2nc(-c3cccs3)no2)cc1OC | i | 3 | -5 | 0 | 1 | i | 5 | 6 | -3
Cc1cc(C)n2nc(/C(C#N)=C/c3ccccc3)c(C#N)c2n1 | i | -4 | 0 | 15 | 5 | · | 4 | 5 | -5
CCOc1ccccc1OCCC(=O)OCC(=O)c1ccc[nH]1 | i | 3 | -19 | -3 | 3 | i | 5 | 1 | 0

4 records picked at random from those above, as already listed:
SMILES | Rpn11 inh | Rin1-Abl PPI inh | SKN-1 inh | FAS TE block | NadD inh | Neddyl block | CSN inh | MLLE-PAM2 inh | MT1-MMP act inh
COc1ccc(Cc2nc(-c3cccs3)no2)cc1OC | i | 3 | -5 | 0 | 1 | i | 5 | 6 | -3
CCCCn1c(N)c(N(CCOC)C(=O)COc2ccc(C(C)=O)cc2)c(=O)[nH]c1=O | i | 1 | 5 | -3 | -2 | i | 3 | -5 | 3
CCOc1ccccc1OCCC(=O)OCC(=O)c1ccc[nH]1 | i | 3 | -19 | -3 | 3 | i | 5 | 1 | 0
Cc1ccc2oc(=O)c3cnn(CC(=O)N(CCC(C)C)Cc4ccco4)c3c2c1 | i | -1 | 2 | 12 | -6 | i | -4 | -5 | -2

(list continues)
SMILES | Rpn11 inh | Rin1-Abl PPI inh | SKN-1 inh | FAS TE block | NadD inh | Neddyl block | CSN inh | MLLE-PAM2 inh | MT1-MMP act inh
Cc1ccc(OCCOC(=O)c2nc3nccc(C)n3n2)cc1 | i | 0 | 9 | -4 | 2 | i | -5 | -1 | -1
CC1(C)Cc2noc(N)c2C(C)(C)N1O | i | -2 | 1 | -7 | 3 | i | -3 | 18 | -10
Cc1oc(-c2ccccc2F)nc1CS(=O)(=O)CC(=O)N1CCN(Cc2ccccc2)CC1 | i | 3 | -8 | -4 | -4 | i | -6 | 11 | 2
Cc1c(NC(=S)NC(=O)c2cccc3ccccc23)cccc1C(=O)O | i | -4 | -12 | -4 | 6 | i | 1 | 44* | 3
Cc1ccc(/C=C/C(=O)OCC(=O)Nc2ccccc2Sc2ccccc2)cc1 | i | 0 | -1 | 5 | 1 | i | -14 | 14 | 3
O=C1CCCc2c1cc(-c1ccccc1)n2-c1ccccc1 | i | -1 | 5 | 10 | 1 | i | -2 | 4 | 8
COc1ccccc1C(=O)N/N=C1/NC(=O)CC(C(=O)Nc2ccccc2)S1 (stereo not given) | i | 4 | 0 | -3 | 1 | i | 1 | -9 | 1
COc1ccc(C2=Nn3c(nnc3-c3ccccc3F)SC2)cc1OCC1CC1 | i | 1 | -3 | 3 | 8 | i | 0 | -69 | 4
O=C(CSc1nc2c(c(=O)n1-c1ccc(F)cc1)SCC2)N1CCCC1 | i | 1 | -8 | -1 | -1 | i | 0 | 14 | -2
COC(=O)C1=C(C(=O)OC)[C@@H]2N(C)c3ccccc3[C@@]23C[C@@H](C(=O)OC)N(C(=O)c2cccs2)C3=N1 | i | 1 | -9 | -5 | 1 | i | -2 | -2 | -5
COc1cccc(C2=CC(=O)C[C@H](c3ccc(F)cc3)C2)c1OC | i | 0 | -4 | 14 | -2 | i | -2 | 5 | 1
Cc1c(-c2ccccc2)n(O)c(-c2ccc(N(C)C)cc2)[n+]1[O-] | i | -1 | 15 | -14 | -1 | · | -7 | -6 | 3
O=C(Nc1ccc2nn(-c3ccccc3)nc2c1)c1cccs1 | i | -2 | 4 | 4 | -1 | · | 6 | -5 | 4
c1ccc(C2Oc3ccccc3C3CC(c4cccs4)=NN32)cc1 (stereo not given) | · | -3 | 7 | 11 | 6 | i | 15 | -33 | -5
Clc1ccc(CSc2nnc(/C=C/c3ccccc3)o2)cc1 | i | 3 | 34 | 23 | 13 | i | 0 | -1 | 11
N#C/C(=C/c1cn(CC(=O)O)c2ccccc12)C(=O)NCc1ccccc1 | i | -4 | -1 | -2 | -6 | i | 0 | 0 | -4
CCOC(=O)c1[nH]c(C)c(CCC(=O)OC)c1C | i | -1 | -15 | -4 | 1 | i | 5 | -6 | 5
O=C1CC(SCc2nc3ccccc3[nH]2)C(=O)N1c1ccc(Cl)cc1 (stereo not given) | i | 2 | 26 | -7 | -3 | i | 1 | 34 | -2
CCCc1c(C)c2ccccc2[nH]c1=O | i | 0 | -19 | -7 | -2 | i | -5 | 6 | 1
CSCCC(c1nc2ccccc2[nH]1)n1c(=O)c(-c2ccco2)nc2ccccc21 (stereo not given) | · | · | 9 | · | · | i | 1 | · | -2

MLLE-PAM2 inh, entries above that show a hit.
Molecule,Rpn11 inh,Rin1-Abl PPI inh,SKN-1 inh,NadD inh,Neddyl block,CSN inh,MLLE-PAM2 inh,MT1-MMP act inh
Cc1c(NC(=S)NC(=O)c2cccc3ccccc23)cccc1C(=O)O,i,-4,-12,6,i,1,44*,3

Other records
SMILES | Rpn11 inh | Rin1-Abl PPI inh | SKN-1 inh | FAS TE block | NadD inh | Neddyl block | CSN inh | MLLE-PAM2 inh | MT1-MMP act inh
O=C(NCC(=O)N1CCCC(C(F)(F)F)C1)c1ccccc1Br (stereo not given) | i | 0 | 3 | -8 | 0 | i | 2 | 8 | -3
CCOc1ccccc1NC(=O)c1nc(S(=O)(=O)Cc2cccc(C)c2)ncc1Cl | i | 1 | 0 | 58* | -3 | i | -2 | 20 | 0
CCN(C[C@H]1N[C@@](CC)(C(=O)OC)[C@H]2C(=O)N(Cc3ccccc3)C(=O)[C@@H]12)S(=O)(=O)c1ccc(C(C)(C)C)cc1 | i | -1 | 1 | 26 | 4 | i | -3 | -1 | -10
O=C(NCc1ccc2c(c1)OCO2)C12CC3CC(CC(C3)C1)C2 | i | -1 | 6 | 8 | -3 | i | 3 | 6 | 3
CCOc1ccc(NC(=O)N(CCN(C)C)C(C)c2cccnc2)cc1 (stereo not given) | i | -3 | -5 | -3 | 1 | i | 2 | 4 | 0
Cc1ccc(N2C(=O)CC(Nc3ccc(Cl)c(S(=O)(=O)N(C)C)c3)C2=O)c(C)c1 (stereo not given) | i | -4 | 0 | 13 | 2 | i | -7 | 9 | 2
O=C(Nc1ccccc1NC(=O)c1c(F)cccc1F)c1c(F)cccc1F | i | -2 | 13 | -2 | -3 | i | -2 | 1 | -1
Cc1cc(NC(=O)C(C)SCC(=O)Nc2cc(C(F)(F)F)ccc2N2CCCCC2)no1 (stereo not given) | i | 0 | 15 | 19 | 0 | i | 1 | -11 | -8
CCOC(=O)Nc1ccccc1C(=O)Nc1cc(C)cc(C)c1 | i | -4 | 16 | 15 | -13 | i | -3 | 10 | -5
O=c1cc(O)nc(SCc2ccccc2)[nH]1 | i | -4 | 15 | -7 | 2 | i | -4 | 20 | 1
